Autophagy mod = modulators of autophagy; MEF GFP-LC3 puncta imaging; test concentration mostly 10 µM; calls only at 10 µM (by protocol); actives 0.98% (n = 190,000);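 active = percentage of spot-positive cells more than 3 SD above its plate mean, without a fluorescence outlier flag or 80% toxicity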;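 note: spot-positive cell cutoff set from DMSO-treated cells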
UTI89 phage lysis = protection from phage-mediated lysis, alamar blue read-out – E. coli UTI89, K1F phage, bacterial capsule biogenesis inhibitors (AID 488966). E. coli UTI89 K1F phage lysis, alamar blue, 2 h; higher % means a stronger effect. inhibition, % at 100 µM, or IC50 in µM where a hit was titrated. actives 0.02% (n = 340,000);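 active = phage lysis inhibition, versus mean bacterial control, above a set limit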;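 note: capsule biogenesis inhibitors block K1F phage lysis so surviving cells raise fluorescence; higher fluorescence means more inhibition of phage lysis; actives were called in the ten point dose series up to 300 µM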
WT yeast gro inh = growth inhibition of WT yeast, mitochondrial fusion screen; mitochondrial fusion phenotypic screen, WT strain; inhibition, % at 10 µM; actives 2.1% (n = 190,000); AID 1362; in the data active = inhibition above about 58%; tested in S. cerevisiae
NTR1 ag = NTR1-driven beta-arrestin-GFP spot formation – imaging, U2OS cells, high content, primary screen (AID 493036) | actives 0.17% (n = 330,000) | P30989 | agonist mode | activation, % at 20 µM;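 active = activation at or above 40% of the spot to cytoplasm intensity ratio, with at least 20 cells analyzed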;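 note: 0% = DMSO without peptide and 100% = 100 nM NTR1 peptide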
Target sequence (P30989 whole entry, looked up): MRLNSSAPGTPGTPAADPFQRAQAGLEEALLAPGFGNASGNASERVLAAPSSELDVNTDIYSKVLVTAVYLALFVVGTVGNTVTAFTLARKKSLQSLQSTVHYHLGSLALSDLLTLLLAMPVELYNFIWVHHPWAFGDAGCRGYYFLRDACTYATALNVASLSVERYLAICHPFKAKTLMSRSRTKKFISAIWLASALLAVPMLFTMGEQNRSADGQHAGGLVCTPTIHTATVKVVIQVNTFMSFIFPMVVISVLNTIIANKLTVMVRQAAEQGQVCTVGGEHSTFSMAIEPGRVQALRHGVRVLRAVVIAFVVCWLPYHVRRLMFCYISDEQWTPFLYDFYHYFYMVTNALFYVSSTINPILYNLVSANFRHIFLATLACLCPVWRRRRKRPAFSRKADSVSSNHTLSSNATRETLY
LYP inhibition = PTPN22 lymphoid phosphatase activity blockers – biochemical, fluorescence intensity, uHTS (AID 1779). recombinant LYP phosphatase, fluorescence intensity; higher % means a stronger effect. inhibition, % at 11.5 µM; hits with a dose series show IC50 in µM. actives 0.054% (n = 290,000); in the data active = inhibition above about 50%;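 note: plate controls were vehicle with enzyme for no effect and no enzyme for full effect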
GPR35 antagonists = inhibition of zaprinast-stimulated GPR35 beta-arrestin translocation – imaging, U2OS, beta-arrestin-GFP, zaprinast agonist, primary screen (AID 2058); U2OS GPR35 beta-arrestin-GFP translocation imaging, zaprinast antagonism; higher % means a stronger effect; one-dose inhibition, % at 10 µM; IC50 in µM for titrated hits; actives 0.052% (n = 290,000);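 active = inhibition of at least 50% with at least 30 cells and total cytoplasm GFP at most 10,000,000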
NS5 inhibitors = Dengue-2 NS5 methyltransferase inhibitors, primary screen, biochemical, confirmation dose response (AID 588689); Dengue-2 NS5 methyltransferase capping enzyme assay, biochemical; higher % means a stronger effect; inhibition, % at 25 µM, or IC50 in µM where a hit was titrated; actives 0.3% (n = 340,000); in the data active = a potency from the dose series
AID2073 = inhibitors of Mint1-CaV2.2 protein interaction, biochemical, HTRF (AID 2073); HTRF protein-protein interaction, Mint1-CaV2.2; higher % means a stronger effect; actives 0.19% (n = 290,000); inhibition, % at 20 µM; hits with a dose series show IC50 in µM; in the data active = inhibition mostly above about 51%, no sharp cut-off; note: some results filed as inactive read as strong as hits
RSV CPE inhibition = inhibition of RSV-induced cytopathic effect – HEp-2 cells, primary 10 µM value included (AID 2391). HEp-2 cells, RSV-induced CPE inhibition; higher % means a stronger effect. CPE inhibition, % at 10 µM; hits with a dose series show IC50 in µM. actives 0.13% (n = 310,000); in the data active = a potency from the dose series; note: strong numbers were not always called active
WT yeast gro inh mutant strain = recorded beside WT yeast gro inh, whose call it bears; inhibition, %; mitochondrial fusion phenotypic screen, mutant strain inhibition
Autophagy mod cell loss 18 h = second read-out of Autophagy mod, no call of its own (marks repeat the call); toxicity, %; measured here: cell loss, nuclei count;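 cell loss after 18 h compound exposure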
NTR1 ag cell count 20 µM = also measured in NTR1 ag; calls as there; cell count; measured here: cell count, cytotoxicity flag
NS5 inhibitors pilot replicate = also measured in NS5 inhibitors; calls as there; inhibition, %; measured here: pilot screen replicate inhibition
An asterisk follows results filed as active; [ ] = remark or other dose.

Preview (two entries):
How did CCCNC(=O)c1ccccc1NC(=O)C1COc2ccccc2O1 (stereo not given) do in these assays?
Autophagy mod: inactive; UTI89 phage lysis: 3.8%; WT yeast gro inh: 3.6; NTR1 ag: 1.5; LYP inhibition: -2.4%; GPR35 antagonists: 1.6%; NS5 inhibitors: 0.8%; AID2073: -5.1%; RSV CPE inhibition: 0.0%; WT yeast gro inh mutant strain: 11.4; Autophagy mod cell loss 18 h: 0.2; NTR1 ag cell count 20 µM: 61

Results for O=C(CN1C(=O)COc2ccccc21)N1CCCc2ccccc21 ?
Autophagy mod: inactive; UTI89 phage lysis: 0.2%; WT yeast gro inh: -9.3; NTR1 ag: -0.3; LYP inhibition: 3.6%; GPR35 antagonists: -4.7%; NS5 inhibitors: -4.8%; AID2073: -6.6%; RSV CPE inhibition: 0.9%; WT yeast gro inh mutant strain: 6.4; Autophagy mod cell loss 18 h: -3.0; NTR1 ag cell count 20 µM: 51

This part in full (from the top)
How did CCCNC(=O)c1ccccc1NC(=O)C1COc2ccccc2O1 (stereo not given) do in these assays?
Autophagy mod: inactive; UTI89 phage lysis: 3.8%; WT yeast gro inh: 3.6; NTR1 ag: 1.5; LYP inhibition: -2.4%; GPR35 antagonists: 1.6%; NS5 inhibitors: 0.8%; AID2073: -5.1%; RSV CPE inhibition: 0.0%; WT yeast gro inh mutant strain: 11.4; Autophagy mod cell loss 18 h: 0.2; NTR1 ag cell count 20 µM: 61

Results for O=C(CN1C(=O)COc2ccccc21)N1CCCc2ccccc21 ?
Autophagy mod: inactive; UTI89 phage lysis: 0.2%; WT yeast gro inh: -9.3; NTR1 ag: -0.3; LYP inhibition: 3.6%; GPR35 antagonists: -4.7%; NS5 inhibitors: -4.8%; AID2073: -6.6%; RSV CPE inhibition: 0.9%; WT yeast gro inh mutant strain: 6.4; Autophagy mod cell loss 18 h: -3.0; NTR1 ag cell count 20 µM: 51

What do the screens show for `CCN1CCN(c2ccc(NC(=O)COc3ccc([N+](=O)[O-])cc3)cc2)CC1`?
UTI89 phage lysis: 0.9%[50 µM]; NTR1 ag: -0.4; LYP inhibition: -1.6%; GPR35 antagonists: -20.4%; NS5 inhibitors: -6.5%; AID2073: 14.9%; RSV CPE inhibition: -0.7%; NTR1 ag cell count 20 µM: 57

How did Cc1ccc(C)c(CN2CCC(CNC(=O)Nc3ccc(Cl)cc3)CC2)c1 do in these assays?
UTI89 phage lysis: -1.7%[50 µM]; NTR1 ag: 5.9; LYP inhibition: -2.9%; GPR35 antagonists: -5.4%; NS5 inhibitors: -8.5%; AID2073: 5.4%; RSV CPE inhibition: 16.0%; NTR1 ag cell count 20 µM: 62

What do the screens show for `CNC(=O)NC(=O)CSc1nnc(-c2ccco2)n1-c1ccccc1`?
UTI89 phage lysis: 0.3%; NTR1 ag: -0.7; LYP inhibition: -4.0%; GPR35 antagonists: 7.3%; NS5 inhibitors: -8.0%; AID2073: 8.5%; RSV CPE inhibition: 1.5%; NTR1 ag cell count 20 µM: 51

How did COc1ccc(C(=O)N/N=C(\C)CC(=O)Nc2ccc3c(c2)OCCO3)c(OC)c1 do in these assays?
UTI89 phage lysis: 0.0%; NTR1 ag: 1.3; LYP inhibition: -12.3%; GPR35 antagonists: 3.8%; NS5 inhibitors: -8.9%; AID2073: 6.0%; RSV CPE inhibition: 0.6%; NTR1 ag cell count 20 µM: 51

How did Cc1cc(C(F)(F)F)nn1CC(=O)NNC(=S)Nc1ccc(Cl)cc1 do in these assays?
Autophagy mod: inactive; UTI89 phage lysis: 11.5%; WT yeast gro inh: 24.1; NTR1 ag: -0.8; LYP inhibition: -8.9%; GPR35 antagonists: 1.5%; NS5 inhibitors: 0.0%; AID2073: -16.0%; RSV CPE inhibition: 0.0%; WT yeast gro inh mutant strain: 3.2; Autophagy mod cell loss 18 h: 12.0; NTR1 ag cell count 20 µM: 58

What do the screens show for `Cc1ccc(/C=C/C(=O)Nc2nccs2)o1`?
Autophagy mod: inactive; UTI89 phage lysis: 0.3%; WT yeast gro inh: 18.6; NTR1 ag: 0.3; LYP inhibition: -7.4%; GPR35 antagonists: 9.1%; NS5 inhibitors: -5.1%; AID2073: 2.9%; RSV CPE inhibition: 0.7%; WT yeast gro inh mutant strain: 19.3; Autophagy mod cell loss 18 h: 27.2; NTR1 ag cell count 20 µM: 42

What do the screens show for `CSc1cccc(NC(=O)CN2C(=O)c3ccccc3S2(=O)=O)c1`?
UTI89 phage lysis: -12.7%; WT yeast gro inh: 5.9; NTR1 ag: 2.9; LYP inhibition: -5.0%; GPR35 antagonists: 27.4%; NS5 inhibitors: -7.4%; AID2073: -1.8%; RSV CPE inhibition: 1.3%; WT yeast gro inh mutant strain: 3.7; NTR1 ag cell count 20 µM: 52

How did Cc1cc(C)c(C(=O)NC2CCCc3c2cnn3-c2ccc(C)c(C)c2)c(=O)[nH]1 (stereo not given) do in these assays?
UTI89 phage lysis: 0.5%; NTR1 ag: -0.5; LYP inhibition: -2.8%; GPR35 antagonists: 2.9%; NS5 inhibitors: -3.2%; AID2073: 23.0%; RSV CPE inhibition: 0.3%; NTR1 ag cell count 20 µM: 74

How did COCc1nnc(NC(=O)c2ccc(NC(=O)C(C)C)cc2)s1 do in these assays?
Autophagy mod: inactive; UTI89 phage lysis: 3.1%; WT yeast gro inh: -15.7; NTR1 ag: -4.6; LYP inhibition: -5.7%; GPR35 antagonists: 0.3%; NS5 inhibitors: 0.0%; AID2073: 8.8%; RSV CPE inhibition: 1.4%; WT yeast gro inh mutant strain: -16.9; Autophagy mod cell loss 18 h: -7.8; NTR1 ag cell count 20 µM: 97; NS5 inhibitors pilot replicate: 0.0

Results for O=C(Nc1ccccc1C(=O)N1CCCCC1)c1cccc(S(=O)(=O)N2CCOCC2)c1 ?
Autophagy mod: inactive; UTI89 phage lysis: 0.0%; WT yeast gro inh: 2.1; NTR1 ag: -0.8; LYP inhibition: -0.6%; GPR35 antagonists: 16.2%; NS5 inhibitors: 2.8%; AID2073: 7.0%; RSV CPE inhibition: 0.3%; WT yeast gro inh mutant strain: -2.4; Autophagy mod cell loss 18 h: -0.3; NTR1 ag cell count 20 µM: 54

Results for CC(C)OP(=O)(OC(C)C)C(NC(=O)c1cccc([N+](=O)[O-])c1)C(N)=O (stereo not given) ?
Autophagy mod: inactive; UTI89 phage lysis: 1.2%; WT yeast gro inh: -12.9; NTR1 ag: -4.0; LYP inhibition: -10.7%; GPR35 antagonists: -3.9%; NS5 inhibitors: -2.4%; AID2073: 0.1%; RSV CPE inhibition: 2.1%; WT yeast gro inh mutant strain: 3.5; Autophagy mod cell loss 18 h: 0.8; NTR1 ag cell count 20 µM: 92

Results for COc1ccc(/C=C2/NC(=O)N(Cc3ccccc3F)C2=O)cc1OC ?
Autophagy mod: inactive; UTI89 phage lysis: 0.3%; WT yeast gro inh: 1.4; NTR1 ag: 1.1; LYP inhibition: -3.0%; GPR35 antagonists: -6.0%; NS5 inhibitors: 0.8%; AID2073: 7.3%; RSV CPE inhibition: 1.0%; WT yeast gro inh mutant strain: -17.1; Autophagy mod cell loss 18 h: 10.5; NTR1 ag cell count 20 µM: 40

Results for Cc1ccc(N2CCN(C(=O)C3CCC(=O)N(Cc4ccc(Cl)cc4)C3)CC2)c(C)c1 (stereo not given) ?
UTI89 phage lysis: -0.1%; NTR1 ag: 2.7; LYP inhibition: -5.5%; GPR35 antagonists: -2.0%; NS5 inhibitors: -9.0%; AID2073: 6.4%; RSV CPE inhibition: 5.7%; NTR1 ag cell count 20 µM: 70

Results for CC(C)c1ccc(-c2noc(C3CCCN(C(=O)c4ccc(F)cc4F)C3)n2)cc1 (stereo not given) ?
Autophagy mod: inactive; UTI89 phage lysis: 6.0%; WT yeast gro inh: 72.3*; NTR1 ag: 8.2; LYP inhibition: -2.1%; GPR35 antagonists: -13.0%; NS5 inhibitors: -1.4%; AID2073: 16.2%; RSV CPE inhibition: 19.2%; WT yeast gro inh mutant strain: 27.8*; Autophagy mod cell loss 18 h: -19.0; NTR1 ag cell count 20 µM: 62

How did Cc1cc(NC2CCCCC2)nc2ccccc12 do in these assays?
Autophagy mod: inactive; UTI89 phage lysis: 0.6%; WT yeast gro inh: 34.0; NTR1 ag: 0.9; LYP inhibition: -8.1%; GPR35 antagonists: -15.6%; NS5 inhibitors: -6.2%; AID2073: -9.9%; RSV CPE inhibition: -0.2%; WT yeast gro inh mutant strain: 11.2; Autophagy mod cell loss 18 h: -3.6; NTR1 ag cell count 20 µM: 89

How did COc1cc(C(=O)NCC(=O)OCn2nnc3ccccc3c2=O)cc(OC)c1OC do in these assays?
Autophagy mod: inactive; UTI89 phage lysis: 0.5%; WT yeast gro inh: 17.7; NTR1 ag: -1.1; LYP inhibition: -9.9%; GPR35 antagonists: 9.8%; NS5 inhibitors: 1.6%; AID2073: 9.8%; RSV CPE inhibition: 2.3%; WT yeast gro inh mutant strain: -3.1; Autophagy mod cell loss 18 h: -4.2; NTR1 ag cell count 20 µM: 49

What do the screens show for `Cc1cccc(C(=O)N/C(=C/c2ccco2)C(=O)N2CCCCCC2)c1`?
UTI89 phage lysis: 0.5%; NTR1 ag: -0.8; LYP inhibition: -3.6%; GPR35 antagonists: 8.4%; NS5 inhibitors: -12.4%; AID2073: -4.3%; RSV CPE inhibition: 1.2%; NTR1 ag cell count 20 µM: 69

What do the screens show for `N#Cc1c(NC(=O)CSc2ncc(-c3ccccc3)n2CC2CCCO2)sc2c1CCCC2` (stereo not given)?
Autophagy mod: inactive; UTI89 phage lysis: 0.0%; WT yeast gro inh: 0.5; NTR1 ag: 6.4; LYP inhibition: -1.6%; GPR35 antagonists: 11.0%; NS5 inhibitors: 2.3%; AID2073: -2.2%; RSV CPE inhibition: 16.6%; WT yeast gro inh mutant strain: -13.9; Autophagy mod cell loss 18 h: -6.2; NTR1 ag cell count 20 µM: 88

Results for COc1cc(CC(=O)Nc2cccc(C(F)(F)F)c2)cc(OC)c1OC ?
Autophagy mod: inactive; UTI89 phage lysis: -0.6%; WT yeast gro inh: 16.7; NTR1 ag: -0.6; LYP inhibition: -4.9%; GPR35 antagonists: 3.9%; NS5 inhibitors: -7.3%; AID2073: -8.2%; RSV CPE inhibition: 4.3%; WT yeast gro inh mutant strain: 6.5; Autophagy mod cell loss 18 h: -5.6; NTR1 ag cell count 20 µM: 50

What do the screens show for `COc1ccc(CC(=O)O/N=C(\N)c2ccncc2)cc1`?
UTI89 phage lysis: 0.1%; NTR1 ag: -0.1; LYP inhibition: -2.6%; GPR35 antagonists: -4.4%; NS5 inhibitors: 10.0%; AID2073: 20.2%; RSV CPE inhibition: 0.1%; NTR1 ag cell count 20 µM: 46

How did CC(=O)CN1C(=O)NC(c2ccccc2)(c2ccccc2)C1=O do in these assays?
UTI89 phage lysis: 0.4%; NTR1 ag: 4.0; LYP inhibition: -3.2%; GPR35 antagonists: -9.2%; NS5 inhibitors: -2.7%; AID2073: 12.2%; RSV CPE inhibition: 0.5%; NTR1 ag cell count 20 µM: 51

Compound activity (PubChem BioAssay)
